Screening results from PubChem BioAssay.
GASC1 inh: inhibitors of GASC-1 (KDM4C) histone demethylase, primary screen, biochemical, single concentration HTS; inhibition, % at 12.5 µM; 96,000 compounds, 0.15% hits; GST-KDM4C 2-372, H3K9me3 peptide, LANCE TR-FRET; AID 720574, 2013;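 active means mean replicate inhibition above about 25%, with at least 55% of replicates also reaching it, limit read from the data, passing the limit was not always enough; inconclusive means only one of those two conditions met; inactive means neither condition met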
Target sequence (Q9H3R0 2-372 limits assumed): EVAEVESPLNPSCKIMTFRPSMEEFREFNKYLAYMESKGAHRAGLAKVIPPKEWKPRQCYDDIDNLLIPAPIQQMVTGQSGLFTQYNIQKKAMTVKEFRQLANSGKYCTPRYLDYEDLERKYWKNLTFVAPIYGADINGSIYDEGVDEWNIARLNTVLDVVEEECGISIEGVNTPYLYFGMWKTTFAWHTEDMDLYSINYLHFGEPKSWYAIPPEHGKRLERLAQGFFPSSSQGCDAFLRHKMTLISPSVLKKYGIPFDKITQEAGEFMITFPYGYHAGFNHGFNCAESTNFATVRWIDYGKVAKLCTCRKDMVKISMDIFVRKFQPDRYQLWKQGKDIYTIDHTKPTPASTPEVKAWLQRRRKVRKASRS
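reagent = H3K9me3 peptide substrate, Fe(II), 2-oxoglutarate | system = GST-tagged GASC-1 (JMJD2C) catalytic fragment, aa 2-372 | amount = enzyme final amount 10 nM | read-out = Fall in 671/618 emission ratio as inhibition | medium = HEPES buffer, pH 7.5, plus ascorbate | schedule = 30 min reaction, 60 min detection, RT | measured by = LANCE TR-FRET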
Pf Dd2 inh: P. falciparum Dd2 growth inhibitors, primary screen, SYBR Green fluorescence, single dose replicates. 94,000 compounds, 2.3% hits. activity change, % at 10 µM. 72 h; active compounds read low. AID 1159554, 2015; in the data active means activity change below about -80%; inconclusive means no clear call, values can overlap the other calls
Tcruzi prolif: T. cruzi intracellular proliferation inhibitors, primary screen, cell-based, beta-gal Tulahuen parasites, NIH3T3 host, luminescence; T. cruzi beta-gal in NIH3T3, GalScreen luminescence, 90 h; inhibition, % at 8.34 µM; 77,000 compounds, 5.9% hits; AID 624255, 2012;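 active means mean inhibition above about 93%, with at least 55% of replicates each passing it, limit read from the data, passing the limit was not always enough; inconclusive means only one of those two conditions holds; inactive means neither condition holds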
C diff growth: C. difficile growth inhibitors, primary screen, HTS | growth activity, negative = inhibition, % at 16 µg/mL (by protocol) | AID 1259249, 2017 | Clostridium difficile clinical isolate growth, OD600, 24 h; active compounds read low | 86,000 compounds, 0.25% hits;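 active means mean growth activity at or below -80% and every replicate also at or below -80%; inconclusive means mean at or below -80% but some replicate above -80%; inactive means mean growth activity above -80%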;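 further: 0% = DMSO wells and -100% = levofloxacin 16 µg/mL wells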
Active calls of the source: *; ? = inconclusive; / = no result given; & = joins results of further samples.

SMILES	GASC1 inh	Pf Dd2 inh	Tcruzi prolif	C diff growth
COc1ccc(NC(=O)N(C)C[C@H]2OCCCC[C@@H](C)Oc3ccc(NC(=O)C4CCCCC4)cc3C(=O)N([C@@H](C)CO)C[C@@H]2C)cc1	0.8	-68	65	-5
CCCNC(=O)N1C[C@@H](O)COC[C@@H]2O[C@@H](CC(=O)N3CCCCC3)CC[C@H]21	0.8	4	2	/
Cc1ccc(S(=O)(=O)N[C@H]2C=C[C@@H](CC(=O)N3CCN(c4ccccc4)CC3)O[C@H]2CO)cc1	-0.1	2	22	-3
C[C@@H]1CCCCO[C@@H](CN(C)C)[C@@H](C)CN([C@H](C)CO)C(=O)c2cc(NS(=O)(=O)c3ccccc3)ccc2O1	1.5	34	56	1
Cc1noc(C)c1NC(=O)Nc1ccc2c(c1)C(=O)N([C@H](C)CO)C[C@H](C)[C@H](CN(C)C(=O)CCCN(C)C)OCCCC[C@@H](C)O2	1.8	-21	48	-10
OC[C@H]1[C@@H](c2ccc(-c3ccc(F)cc3)cc2)[C@H]2CN(Cc3ccncc3)CCCCN21	2.4	-44	63	5
CO[C@H]1CN(C)C(=O)c2cc(NS(=O)(=O)CC(F)(F)F)ccc2OC[C@H](C)N(Cc2cccnc2)C[C@H]1C	-2.3	37	/	/
C[C@H]1CN([C@@H](C)CO)C(=O)c2cc(NC(=O)CCC(F)(F)F)ccc2O[C@@H]1CN(C)Cc1ccccc1	-0.4	31	9	-2
CO[C@H](CN(C)C(=O)C1CCOCC1)[C@@H](C)CN([C@@H](C)CO)S(=O)(=O)c1ccccc1	-1.1	24	21	/
COCC(=O)N(C)C[C@@H]1Oc2ncc(C#Cc3ccc(F)cc3)cc2C(=O)N([C@@H](C)CO)C[C@H]1C	-1.2	-2	64	-3
Cc1cc(C(=O)Nc2cccc3c2O[C@H](CN(C)C(=O)Nc2ccc4c(c2)OCO4)[C@H](C)CN([C@@H](C)CO)C3=O)n(C)n1	0.2	-36	-162	/
CCC(=O)Nc1ccc2c(c1)OC[C@@H](C)N(C(C)=O)C[C@@H](C)[C@H](OC)CN(C)C2=O	0.5	20	1	-1
CCS(=O)(=O)N[C@H]1C=C[C@H](CC(=O)N2CCCCC2)O[C@H]1CO	1.6	11	-7	/
COc1ccc(S(=O)(=O)Nc2cccc3c2O[C@@H](CN(C)Cc2ccc(Cl)c(Cl)c2)[C@@H](C)CN([C@H](C)CO)C3=O)cc1	-0.2	25	16	/
CN1C(=O)c2cc(NC(=O)c3cc(F)cc(F)c3)ccc2OC[C@@H]2O[C@H](CC(=O)O)CC[C@H]21	-0.3	-13	27	-5
COc1ccc(NC(=O)N(C)C[C@H]2Oc3ccc(NS(=O)(=O)c4cn(C)cn4)cc3CC(=O)N([C@H](C)CO)C[C@H]2C)cc1	-0.2	8	14	-4
CCNC(=O)C[C@@H]1CC[C@@H]2[C@@H](COc3ccc(NC(=O)Nc4ccccc4F)cc3C(=O)N2C)O1	-2.2	2	20	11
CCCNC(=O)N1CC2(C1)[C@@H](c1ccccc1)[C@H](CO)N2Cc1ccc(F)cc1	-0.8	-68	/	-5
C[C@@H]1CN([C@H](C)CO)C(=O)c2cc(NS(=O)(=O)c3ccc(F)cc3)ccc2O[C@H]1CN(C)S(=O)(=O)c1cccs1	-0.5	16	28	14
CO[C@H]1CN(C)C(=O)c2cc(NC(=O)Nc3ccccc3)ccc2OC[C@H](C)N(C(=O)CC2CC2)C[C@H]1C	-3.5	-52	59	/
C[C@H]1CCCCO[C@@H](CN(C)C(=O)Nc2ccc3c(c2)OCO3)[C@@H](C)CN([C@@H](C)CO)C(=O)c2cc(N(C)C)ccc2O1	-0.2	-11	51	6
CO[C@@H]1CN(C)C(=O)c2cc(NS(C)(=O)=O)ccc2OC[C@H](C)N(Cc2nccs2)C[C@@H]1C	-2.3	12	-29	/
O=C(NC1CCC1)[C@H]1[C@H](CO)[C@H]2Cn3c(ccc(C4=CCCC4)c3=O)[C@H]2N1C(=O)C1CCCC1	-0.4	9	39	-5
CO[C@H]1CC[C@@H]2CCOc3c(C#N)cccc3C(=O)N(C)C[C@@H](C)C(=O)N(C)C[C@H]1O2	-0.5	10	7	/
O=C(N[C@H]1C=C[C@H](CC(=O)N2CCCCC2)O[C@H]1CO)c1ccccn1	-0.4	9	5	/
CCCNC(=O)[C@H]1[C@H](CO)[C@H]2Cn3c(ccc(-c4cccc(F)c4)c3=O)[C@H]2N1C(=O)CC	0.0	15	-25	-8
C[C@H](CO)N1C[C@H](C)[C@@H](CN(C)C(=O)Nc2ccc3c(c2)OCO3)Oc2ccc(NC(=O)c3ccncc3)cc2CC1=O	1.4	-3	41	-5
COCC(=O)N(C)C[C@@H]1Oc2ncc(C3=CCCC3)cc2C(=O)N([C@H](C)CO)C[C@@H]1C	0.6	14	/	-1
CC(C)NC(=O)N(C)C[C@H]1Oc2cc(C#CCN(C)C)ccc2S(=O)(=O)N([C@@H](C)CO)C[C@@H]1C	1.1	-4	26	-1
COC(=O)C[C@H]1C[C@H]2c3cc(NS(=O)(=O)c4cccc(OC)c4)ccc3O[C@H]2[C@@H](CO)O1	/	21	64	0
CN1C(=O)c2cc(NC(=O)c3ccc(C(F)(F)F)cc3)ccc2OC[C@@H]2O[C@@H](CC(=O)NC3Cc4ccccc4C3)CC[C@@H]21	/	-13	79	/
C[C@@H](O)C#Cc1ccc([C@H]2[C@@H](CO)N3CCCCN(CC4CCOCC4)C[C@@H]23)cc1	-0.7	-17	16	-3
CO[C@@H]1CN(C)C(=O)c2cc(NC(=O)NC(C)C)ccc2OC[C@H](C)N(C(=O)CC2CC2)C[C@@H]1C	0.7	-17	28	/
C[C@@H]1CN([C@H](C)CO)C(=O)c2cccc(NC(=O)NC3CCCCC3)c2O[C@H]1CN(C)S(=O)(=O)c1cccs1	16	-38	-138	0
COc1ccc2c3c(n(C)c2c1)[C@H](CO)N(C(=O)Nc1ccc(F)cc1)CC31CCN(Cc2cccnc2)CC1	-0.3	-90*	/	3
C[C@@H]1CN([C@@H](C)CO)C(=O)c2cc(-c3ccccc3F)cnc2O[C@@H]1CN(C)C(=O)NC1CCCC1	-0.2	16	22	3
C[C@H](CO)N1C[C@H](C)[C@H](CN(C)Cc2ccc(-c3ccccc3)cc2)Oc2c(NS(=O)(=O)c3ccc(Cl)cc3)cccc2C1=O	-0.3	-10	88	4
COc1ccc(NC(=O)N(C)C[C@H]2Oc3ncc(C#CCC(C)C)cc3C(=O)N([C@H](C)CO)C[C@H]2C)cc1	-3.9	-16	35	-4
COc1cccc(-c2ccc(C3[C@H]4CNC[C@@H]3N4Cc3ccc4c(c3)OCO4)cc2)c1 (some centres not stated)	-0.2&1.3	-30&-30	/	80&-12
CCC(=O)N(C)C[C@@H]1Oc2cc(-c3ccc(C)cc3)ccc2S(=O)(=O)N([C@H](C)CO)C[C@@H]1C	-0.2	-29	60	4

Just GASC1 inh, Pf Dd2 inh and C diff growth (3 entries from above):
Molecule | GASC1 inh | Pf Dd2 inh | C diff growth
C[C@H](CO)N1C[C@H](C)[C@@H](CN(C)C(=O)Nc2ccc3c(c2)OCO3)Oc2ccc(NC(=O)c3ccncc3)cc2CC1=O | 1.4 | -3 | -5
COCC(=O)N(C)C[C@@H]1Oc2ncc(C3=CCCC3)cc2C(=O)N([C@H](C)CO)C[C@@H]1C | 0.6 | 14 | -1
CC(C)NC(=O)N(C)C[C@H]1Oc2cc(C#CCN(C)C)ccc2S(=O)(=O)N([C@@H](C)CO)C[C@@H]1C | 1.1 | -4 | -1

Whole records, quoted from the list. Values in the order: GASC1 inh | Pf Dd2 inh | Tcruzi prolif | C diff growth
`COc1ccc2c3c(n(C)c2c1)[C@H](CO)N(C(=O)Nc1ccc(F)cc1)CC31CCN(Cc2cccnc2)CC1` is listed as -0.3 | -90* | / | 3
`COc1ccc(NC(=O)N(C)C[C@H]2Oc3ncc(C#CCC(C)C)cc3C(=O)N([C@H](C)CO)C[C@H]2C)cc1` is listed as -3.9 | -16 | 35 | -4
`CC(C)NC(=O)N(C)C[C@H]1Oc2cc(C#CCN(C)C)ccc2S(=O)(=O)N([C@@H](C)CO)C[C@@H]1C` is listed as 1.1 | -4 | 26 | -1
`C[C@@H]1CN([C@H](C)CO)C(=O)c2cccc(NC(=O)NC3CCCCC3)c2O[C@H]1CN(C)S(=O)(=O)c1cccs1` is listed as 16 | -38 | -138 | 0

(next part)
SMILES	GASC1 inh	Pf Dd2 inh	Tcruzi prolif	C diff growth
O=C(Nc1ccc(F)cc1)N1CCCCN2[C@H](CO)[C@H](c3ccc(-c4cccc(F)c4)cc3)[C@H]2C1	-0.3	-26	49	57
O=C(C[C@H]1CC[C@H]2[C@@H](COC[C@@H](O)CN2S(=O)(=O)c2ccccc2)O1)N[C@H]1CCN(Cc2ccccc2)C1	1.1	-1	84	4
Cc1ccc(S(=O)(=O)N(C)C[C@H]2OCCCC[C@H](C)Oc3ccc(NS(=O)(=O)c4ccccc4)cc3C(=O)N([C@@H](C)CO)C[C@H]2C)cc1	-0.3	-73	94	2
COc1ccc(S(=O)(=O)Nc2ccc3c(c2)C(=O)N([C@@H](C)CO)C[C@H](C)[C@@H](CN(C)Cc2ccc4c(c2)OCO4)OCCCC[C@@H](C)O3)cc1	0.6	-76	62	-52
Cc1ccccc1S(=O)(=O)N1CC(=O)N2[C@H](C1)[C@@H](c1ccc(C#CC3CC3)cc1)[C@@H]2CO	0.1	-18	/	1
C[C@@H]1CN([C@@H](C)CO)C(=O)c2ccccc2-c2ccccc2CO[C@@H]1CN(C)C(=O)[C@@H](Cc1ccccc1)N(C)C	0.8	7	-66	-6
O=C(Nc1cccc(Cl)c1)N[C@@H]1CC[C@@H](CCNC(=O)C2CC2)O[C@H]1CO	-1.0	4	/	3
CC(C)CC#Cc1ccc2c(c1)O[C@H](CN(C)C(=O)c1ccccc1F)[C@H](C)CN([C@@H](C)CO)S2(=O)=O	-1.4	-44	?	6
COCC#Cc1ccc([C@@H]2[C@H]3CN(C(=O)C4CCC4)CC(=O)N3[C@H]2CO)cc1	2.9	-45	/	-9
CC(C)c1cn([C@H]2C[C@@H]3O[C@H](CO)CC[C@@H]3O[C@@H]2CCc2ccc(C#CC3CCCCC3)cc2)nn1	/	-52	/	1
CCCNC(=O)N1[C@H](C#N)[C@H](c2ccc(C#Cc3ccc(F)cc3)cc2)[C@@H]1CO	-0.9	-87*	?	-3
C[C@@H]1CCCCO[C@H](CN(C)S(=O)(=O)c2cn(C)cn2)[C@H](C)CN([C@@H](C)CO)C(=O)c2cc(NC(=O)C3CCCCC3)ccc2O1	-1.0	-7	-43	2
Cc1ccc(S(=O)(=O)N2C[C@@H](O)COC[C@@H]3O[C@@H](CC(=O)NCc4ccc5c(c4)OCO5)CC[C@H]32)cc1	0.9	/	49	5&4
CO[C@H]1CN(C)C(=O)c2cc(NS(=O)(=O)CC(F)(F)F)ccc2OC[C@@H](C)N(Cc2nccs2)C[C@H]1C	-0.7	27	36	/
C[C@@H]1CN([C@@H](C)CO)C(=O)c2cccc(NC(=O)Nc3ccccc3)c2O[C@@H]1CN(C)Cc1ccc(C(=O)Nc2ccccc2N)cc1	1.0	-94*	69	1
C[C@H]1CN([C@@H](C)CO)C(=O)Cc2cc(NC(=O)CCN3CCOCC3)ccc2O[C@@H]1CN(C)S(=O)(=O)c1ccc(F)cc1	1.0	-72	6	5
CN(C)CCCNC(=O)C[C@@H]1CC[C@@H]2[C@H](COC[C@H](O)CN2CC2CC2)O1	-1.3	-4	12	-3
Cc1nn(C)cc1NC(=O)C[C@@H]1CC[C@@H]2[C@@H](COc3ccc(NC(=O)Nc4cccc(Cl)c4)cc3C(=O)N2C)O1	-0.2	-8	51	9
OC[C@H]1[C@H](c2ccc(-c3ccc(F)cc3)cc2)[C@@H]2CN(CCC(F)(F)F)CCCCN12	-0.1	-65	45	36
COCC(=O)Nc1ccc2c(c1)[C@H]1C[C@@H](CC(=O)NCCc3ccccc3)O[C@H](CO)[C@H]1O2	-1.9	23	-48	1
CNC[C@@H]1OCCCC[C@H](C)Oc2ccc(NC(=O)NC(C)C)cc2C(=O)N([C@H](C)CO)C[C@@H]1C	-0.1	35	57	5
COc1ccc(NC(=O)N(C)C[C@H]2Oc3ccc(NS(=O)(=O)c4ccccc4)cc3CC(=O)N([C@@H](C)CO)C[C@H]2C)cc1	-1.4	27	-3	-2
CC(C)C#Cc1ccc2c(c1)O[C@@H](CN(C)Cc1cccnc1)[C@H](C)CN([C@@H](C)CO)S2(=O)=O	17	-51	107*	2
O=C(NC1CCCCC1)N[C@H]1CC[C@@H](CC(=O)N2CCOCC2)O[C@H]1CO	-1.3	7	/	-7
CNC[C@H]1OCCCC[C@@H](C)Oc2ccc(NS(=O)(=O)c3cccs3)cc2C(=O)N([C@H](C)CO)C[C@@H]1C	-0.5	41	5	/
COc1ccc(-c2ccc([C@@H]3[C@H](C#N)N(C(=O)c4cccc(F)c4)[C@H]3CO)cc2)cc1	-4.9	12	103*	-21
